# HEK cytotox – HEK 293 cell cytotoxicity | Potency, µM (series often up to 115 µM), without a hit: at the highest dose activity change, negative = cytotoxicity, actives largely listed as inhibitors | HEK 293 viability, ATP luminescence (CellTiter-Glo), 48-72 h | AID 1345083 | 94,000 tested, 6.6% active; further: potency means the concentration at half of the fitted maximal effect; nearly all actives have a fitted effect of over 60% in size
#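 Cells seeded first (HEK 293, 250 cells/well), then compound added by pintool. Incubation ran 48 or 72 hr at 37 degree Celsius. CellTiter-Glo was added and luminescence imaged after 10 min at room temperature.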
# 3T3 cytotox – NIH 3T3 cell cytotoxicity; 94,000 tested, 4.3% active; Potency, µM (titrated, usually from 96.7 µM), inactives show at the highest dose activity change, negative = cytotoxicity, actives largely listed as inhibitors; AID 1345082; NIH 3T3 viability, CellTiter-Glo ATP luminescence, 48-72 h; further: potency means the concentration at half of the fitted maximal effect; nearly all actives have a fitted effect of over 55% in size
#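 First NIH 3T3 cells are plated at 400 cells/well; next compound is pinned in; then plates incubate 48 or 72 hr at 37 °C; finally CellTiter-Glo is added and luminescence read after 10 min.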
# SNCA viab count – counter-screen for SNCA expression inhibitors: cell viability. HEK-293-SNCA-luc viability, GF-AFC fluorescence, 24 h. Potency, µM (highest dose often 57.1 µM), inactives show top-dose activity change, negative = cytotoxicity, usual class: cytotoxic. 150,000 tested, 0.12% active. AID 1671193;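 further: potency means the concentration at half of the fitted maximal effect; 0% = DMSO-treated cells and -100% = medium-only wells without cells; nearly all actives have a fitted effect of over 30% in size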
#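 HEK-293-SNCA-luc cells (1500/well) plated 24 h, then exposed 24 h to a dilution series; GF-AFC added 30 min at 37C, fluorescence 405/540 nm; normalised to medium-only and DMSO wells, Hill fit.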
# FLuc inh – Photinus pyralis luciferase inhibition | 76,000 tested, 2.5% active | P08659 | Potency, µM (titrated, usually from 115 µM), for the others: at the highest dose activity change, negative = inhibition, most hits filed as inhibitors | purified P. pyralis luciferase, luminescence, biochemical; further: potency means the concentration at half of the fitted maximal effect; nearly all actives have a fitted effect of over 65% in size
# Target sequence (P08659 whole entry, looked up): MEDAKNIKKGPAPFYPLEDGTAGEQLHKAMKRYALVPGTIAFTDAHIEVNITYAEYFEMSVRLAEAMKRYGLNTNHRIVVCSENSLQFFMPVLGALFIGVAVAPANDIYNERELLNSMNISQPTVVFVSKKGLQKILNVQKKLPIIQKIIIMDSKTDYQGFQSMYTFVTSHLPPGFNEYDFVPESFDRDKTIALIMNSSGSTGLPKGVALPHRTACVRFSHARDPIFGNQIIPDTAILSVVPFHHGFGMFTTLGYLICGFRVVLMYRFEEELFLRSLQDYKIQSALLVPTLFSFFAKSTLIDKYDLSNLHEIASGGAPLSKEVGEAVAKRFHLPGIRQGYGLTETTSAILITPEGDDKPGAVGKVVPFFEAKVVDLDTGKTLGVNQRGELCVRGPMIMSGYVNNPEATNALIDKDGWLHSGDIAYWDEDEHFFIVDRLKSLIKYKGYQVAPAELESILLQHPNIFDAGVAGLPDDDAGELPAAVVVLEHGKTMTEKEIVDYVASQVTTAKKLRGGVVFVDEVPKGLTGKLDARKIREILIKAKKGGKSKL
#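 Purified 10nM P. pyralis luciferase with 10uM D-luciferin and 10uM ATP in 50mM Tris acetate pH 7.5, 10mM Mg acetate, 0.01% Tween-20, 0.05% BSA. qHTS titration; luminescence read by CCD imager.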
# GPT2 inh – inhibitors of human GPT2 alanine aminotransferase; Q8TD30; Recombinant GPT2, coupled pyruvate oxidase/HRP Amplex Red fluorescence; Potency, µM (series often up to 57.7 µM), for inactives: at the highest dose activity change, negative = inhibition, most hits filed as inhibitors; 100,000 tested, 0.25% active; further: potency means the concentration at half of the fitted maximal effect; nearly all actives have a fitted effect of over 60% in size; many of its hits are not listed in these tables
#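 GPT2 10ng/uL, a-KG 250uM, L-Ala 2mM, HEPES pH7.5 + 0.0001% Tween; 30 min RT. Then Amplex mix (PO/HRP/ThPP), 30 min RT dark, fluorescence. AOA 50uM used as positive control.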
# SNCA expr inhib – inhibitors of alpha-synuclein (SNCA) gene expression. HEK-293 SNCA-luciferase knock-in, luminescence, 24 h. Potency, µM (top dose mostly 57.2 µM), for inactives: at the top dose activity change, negative = inhibition, most hits filed as inhibitors. 140,000 tested, 0.17% active. AID 1671194;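 further: potency means the concentration at half of the fitted maximal effect; plate controls were DMSO cells for no effect and cell-free wells for full effect; nearly all actives have a fitted effect of over 45% in size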
# IP6K1 inh – IP6K1 kinase inhibition; Q92551; IP6K1 kinase, ADP-Glo luminescence, 2 h; stronger effect = lower value; activity change, % (series mostly up to about 58 µM); 140,000 tested, 0.81% active; AID 1645851; in the data active means activity change below about -25%
# Target sequence (Q92551 whole entry, looked up): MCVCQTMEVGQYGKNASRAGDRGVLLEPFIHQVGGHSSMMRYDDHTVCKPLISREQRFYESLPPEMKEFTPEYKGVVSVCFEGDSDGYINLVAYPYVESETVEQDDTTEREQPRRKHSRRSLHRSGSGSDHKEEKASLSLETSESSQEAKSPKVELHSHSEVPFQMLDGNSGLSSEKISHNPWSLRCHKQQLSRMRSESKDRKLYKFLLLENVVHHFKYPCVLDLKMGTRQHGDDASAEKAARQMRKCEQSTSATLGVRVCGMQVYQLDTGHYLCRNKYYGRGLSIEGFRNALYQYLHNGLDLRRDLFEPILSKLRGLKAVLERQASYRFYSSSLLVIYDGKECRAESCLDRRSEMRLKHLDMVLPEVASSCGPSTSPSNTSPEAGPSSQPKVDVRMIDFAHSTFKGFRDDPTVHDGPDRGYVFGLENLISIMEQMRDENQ
#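 ADP-Glo luminescence measures ADP made by human IP6K1 during a 2 h RT reaction with ATP/IP6 (mix at 1.3 mM/130 uM); top library doses 57.5 and 19.1 uM final.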
# Numbers without * were called inactive; i = inactive; u = inconclusive; x = no result given; & = joins results of further samples; [ ] = remark or other dose. Unless noted, the call rests on the fitted dose curve; in most records, active means well fitted curve in the direction sought with a large enough effect; inconclusive means small, poorly fitted or top-dose-only effect, or another doubt; inactive means no such curve, though single readings can be large; an effect the other way counts as inactive or inconclusive. Unless noted, on the % scale 0 is the no-effect control and ±100 the full control effect. Random draw from the library (roughly 7.7% active in at least one column).
# Start of the listing, in advance (two entries):
item	SMILES	HEK cytotox	3T3 cytotox	SNCA viab count	FLuc inh	GPT2 inh	SNCA expr inhib	IP6K1 inh
1	Cc1ccc2c(=O)cc(CSc3ccccc3)[nH]c2c1C	x	x	-1.2%	x	x	-21.9%	-10.3
2	CN1CCN(C(=O)c2cncc(N[C@H]3C[C@@H]4OCC[C@H]34)n2)CC1	-8.8%	-0.3%	-3.2%	12.1%	-14.5%	u	15.0

# This part in full, from the start:
item	SMILES	HEK cytotox	3T3 cytotox	SNCA viab count	FLuc inh	GPT2 inh	SNCA expr inhib	IP6K1 inh
1	Cc1ccc2c(=O)cc(CSc3ccccc3)[nH]c2c1C	x	x	-1.2%	x	x	-21.9%	-10.3
2	CN1CCN(C(=O)c2cncc(N[C@H]3C[C@@H]4OCC[C@H]34)n2)CC1	-8.8%	-0.3%	-3.2%	12.1%	-14.5%	u	15.0
3	O=C(Nc1ccc(C(F)(F)F)cc1)N[C@H]1[C@H](O)[C@H](O)C[C@@H]1c1ccccc1	u	79.4µM*	-9.3%[87.6 µM]	-0.9%[172 µM]	i	-18.9%[87.6 µM]	-5.9
4	Cc1nc(-c2ccc(S(=O)(=O)NCc3ccc(F)cc3)cc2)co1	x	x	20.2%	x	x	-13.7%	-4.1
5	COc1ccc2c(c1)nc1n2[C@@H](CNC(=O)c2ccncc2)COC1	-1.4%[172 µM]	-26.6%[174 µM]	-5.6%[87.6 µM]	-5.0%[172 µM]	4.5%[88.5 µM]	u	3.9
6	CC(=O)Nc1cccc(-c2ccc3c(n2)CN(Cc2ccccc2C)C(=O)CO3)c1	u	u	u	1.9%[172 µM]	-10.4%[88.5 µM]	-14.6%[87.6 µM]	-9.0
7	COc1ccc(OC)c(NC(=O)N(C)CCc2c(C)nn(C)c2C)c1	x	x	8.0%	x	x	-19.7%	20.7
8	Fc1ccc(N2CCN(CCC3OCCc4ccccc43)CC2)cc1 (centres undefined)	x	x	13.3%	x	u	x	-14.0
9	O=C(CN1CCN(Cc2ccc(F)cc2)C1=O)NCc1ccccc1Cl	x	x	7.8%	x	x	35.6%[activator]	2.6
10	Cc1ccc(S(=O)(=O)N2CCN(C3CCN(CCC(C)C)C3=O)CC2)cc1F (centres undefined)	u	-22.4%	2.5%	3.0%	u	-15.9%	9.6
11	COC[C@H]1C[C@@H](NC(=O)Nc2ccc3c(c2)OCCO3)[C@H](O)[C@@H]1O	i	i	0.7%[87.6 µM]	u	i	54.5%[activator][87.6 µM]	-16.3
12	Cc1ccc(-c2ncc[nH]2)cc1NC(=O)c1ccc(OCc2ccccn2)cc1	x	x	-21.9%	x	3.3%	x	-6.9
13	COCCN1CC(C(=O)N(C)Cc2cc(Cl)ccc2OC)CCC1=O (centres undefined)	-27.7%	-25.8%	-5.1%	1.1%	-30.9%	-8.4%	14.3
14	COc1ccccc1NC(=O)N1CCC2(CCC(=O)N(CC3CC3)CC2)CC1	-14.0%	-21.6%	3.8%	-2.2%	-21.8%	6.8%	29.2
15	CCOCCCNC(=O)c1c[nH]c2ccc(S(=O)(=O)N(C)c3ccc(Cl)cc3F)cc2c1=O	x	x	16.7%	x	x	-13.8%	19.7
16	Cn1ccc2c(NC(=O)C[C@H]3NC(=O)c4ccccc4NC3=O)cccc21	-6.3%	i	8.8%	-15.3%	2.7%	20.7%	12.7
17	COc1cccc(-c2noc(CC3CCN(C(=O)c4ccc(C)cc4C)CC3)n2)c1	35.5µM*	u	0.5%	-3.9%	i	u	5.8
18	CC(C)NC(=O)N[C@H]1C[C@@H](Cc2cc(CN(C)c3ccccc3)on2)C1(C)C	u	u	-12.3%[87.6 µM]	12.3%[172 µM]	-4.5%[88.5 µM]	-23.8%[87.6 µM]	35.3
19	CC(C)c1nccn1CCCNC(=O)c1ccc(N2CCCCCC2)nc1	79.4µM*	u	-11.0%	-4.9%	0.4%	-18.3%	-2.5
20	COc1cc(-c2nc3n(n2)C(c2ccc(F)cc2)C(C(N)=O)=C(C)N3)cc(OC)c1OC (centres undefined)	x	x	-10.5%	x	x	86.3%[activator]	13.2

# Some values from the list:
# SNCA viab count result of cpd 4 reads 20.2%
# SNCA viab count result of cpd 12 reads -21.9%
# IP6K1 inh result of cpd 18 reads 35.3

# Other structures follow:
item	SMILES	HEK cytotox	3T3 cytotox	SNCA viab count	FLuc inh	GPT2 inh	SNCA expr inhib	IP6K1 inh
21	CCOC(=O)c1c(S(=O)(=O)N2CCC(C(=O)Nc3cccc(C)n3)CC2)c(C)n(C)c1C	x	x	u	x	x	13.2%	-0.7
22	Cc1ccc(NC(=O)c2sc3nc(-c4cccs4)ccc3c2N)cc1F	x	x	u	x	x	64.0%[activator]	15.8
23	O=C(NC1CC(=O)N(Cc2ccccc2C(F)(F)F)C1)c1ccc[n+]([O-])c1 (centres undefined)	-3.5%	0.3%	16.5%	-2.7%	-0.5%	3.6%	12.2
24	C=CCCC(CN1CCOCC1)Oc1cc(C)nc(-c2ccccc2)n1 (centres undefined)	u	-29.9%	0.2%	1.1%	-19.2%	5.5%	10.9
25	O=C(c1cccs1)N1CC[C@H]2COC(=O)N2c2cc(F)ccc2C1	-9.8%[172 µM]	-14.5%[174 µM]	-7.2%[87.6 µM]	0.6%[172 µM]	-15.8%[88.5 µM]	u	2.6
26	Cc1ccc(Cl)cc1N1CCN(C(=O)C2CCCN(Cc3nc(-c4cccc(Cl)c4)oc3C)C2)CC1 (centres undefined)	x	x	1.2%	x	x	11.0%	19.8
27	COCCNC(=O)c1nc(-c2ccc(OC)cc2)c2ccccn12	u	u	0.3%	x	i	39.0%[activator]	-7.9
28	OCC1CN(c2ncccn2)CC12CCN(Cc1c[nH]c3ccccc13)CC2 (centres undefined)	-5.2%	-11.4%	1.7%	9.7%	u	12.8%	18.3
29	COc1ccc(C(=O)N2CCC(Cc3nc(C4CC4)n[nH]3)C2)cc1 (centres undefined)	-5.5%	u	11.1%	9.4%	-12.3%	-14.4%	-1.2
30	CN(Cc1ccon1)C(=O)c1coc(COc2ccc(F)cc2Cl)n1	i	0.2%	6.7%	-13.7%	-12.5%	13.4%	12.2
31	OC1(CN2CCC(c3nc(-c4ccccc4)no3)CC2)CNCCOC1 (centres undefined)	-17.7%	-26.5%	7.9%	-19.2%	1.3%	111.6%[activator]	13.8
32	O=C(NCc1ccccc1)c1cnc(N2CCCCC2)c2ccccc12	x	x	-10.1%	x	x	99.2%[activator]	9.3
33	CC(C)NC(=O)NCCNC(=O)c1ccc(-c2cccc(C(F)(F)F)c2)cc1	-25.8%	u	x	x	x	x	10.1
34	Cc1ccc(-c2ccc3nnc(CNC(=O)c4ccccc4)n3n2)cc1C	u	-15.3%	-0.3%	7.7%	i	u	-10.2
35	COc1ccc(C(=O)N2CCC(n3nccc3NC(=O)c3cccc(F)c3)CC2)cc1C	-14.1%	-21.4%	-0.4%	0.0%	-12.5%	-0.4%	7.1
36	O=C(NCCCO)C(=O)Nc1c2c(nn1-c1ccc(F)cc1)CSC2	x	x	14.3%	x	x	-15.9%	-22.3
37	COc1cccc(CN2C(=O)C3(CCOCC3)CC2c2nnnn2C(C)(C)C)c1OC (centres undefined)	0.1%	-6.8%	-3.7%	4.5%	2.7%	-15.6%	3.3
38	CCn1ccc(C(=O)N2CCC3(CC2)CC(N(Cc2ccccc2)C2CC2)CCO3)n1 (centres undefined)	u	1.0%	-14.4%	7.5%	-5.4%	1.0%	11.4
39	CCOC(=O)c1c(C)c(-c2ccccc2)n(CC(=O)Nc2cccc(C)c2C)c1C	x	x	10.3%	x	x	-18.2%	17.5
40	COc1cccc(S(=O)(=O)N2CCc3nnc(C4CC4)n3CC2)c1	-14.4%	u	9.0%	x	i	-6.3%	-5.9
41	CCCN(CC1CCOC1)S(=O)(=O)c1cc(Cl)ccc1OC (centres undefined)	-4.9%	3.6%	-2.9%	14.2%	i	-9.7%	-0.8
42	Cc1ccc(NC(=O)C2CCCN2S(=O)(=O)c2ccc3c(c2)n(C)c(=O)c(=O)n3C)cc1C (centres undefined)	x	x	-0.7%	x	x	-2.3%	-0.9
43	CN(C)C[C@@H]1CN(C)C[C@H]1NS(=O)(=O)c1cccc(C(F)(F)F)c1	-7.4%	4.5%	2.3%	2.7%	i	-27.4%	-7.4
44	N#Cc1ccc(CNC(=O)[C@@H]2Cc3nc[nH]c3CN2Cc2cc3ccccc3o2)cc1	u	u	-3.3%[87.6 µM]	-5.1%[172 µM]	i	-15.5%[87.6 µM]	9.0
45	Cc1nc(C2CC(O)C2)cc(N2CCN(C(=O)c3cccs3)CC2)n1 (centres undefined)	-16.9%	-27.4%	1.7%	0.0%	4.8%	75.4%[activator]	-1.9
46	COc1ccc(-c2cc(-c3nc(-c4cc(OC)c(OC)c(OC)c4)no3)[nH]n2)c(OC)c1	x	x	4.7%	x	x	2.7%	2.3
47	O=C(Nc1cccc(Cl)c1)c1cc(S(=O)(=O)N2CCCc3ccccc32)ccc1F	x	x	-7.2%	x	x	7.5%	-15.6
48	CN1CCCC1c1nc(C2CN(C(=O)CC3CCCCC3)C2)no1 (centres undefined)	-4.8%	-7.4%	1.5%	x	i	12.7%	-1.5
49	Cn1c2c(c3ccccc31)CN(C(=O)Nc1ccccc1)CC2	-10.1%	u	9.0%	-27.8%	-4.6%	16.6%	-4.5
50	O=S(=O)(c1ccc(-c2cnc(C3CC3)o2)cc1)N1CCN(c2ccccc2)CC1	x	x	-8.6%	x	x	27.6%	-2.4
51	O=C(O)Cc1cccc2ccccc12	x	x	-8.0%[23.9 µM]	x	-11.0%	-44.8%[25.6 µM]	18.8&5.4
52	CC(C)N1CCC(Cc2ccc(CCNC(=O)c3cccs3)cc2)CC1	u	u	-15.0%	x	i	54.2%[activator]	20.5
53	CC1(C)CCC2(C(=O)OC3OC(COC4OC(CO)C(O)C(O)C4O)C(O)C(O)C3O)CCC3(C)C(=CCC4C5(C)CCC(OC6OCC(O)C(O)C6O)C(C)(C)C5CCC43C)C2C1O (centres undefined)	x	x	-27.5%[12.5 µM]	x	i	x	-8.7
54	O=C(CCS(=O)(=O)c1cccc2nonc12)Nc1c(F)cccc1F	x	x	-4.4%	x	x	-1.7%	0.5
55	COCCNC(=O)[C@@H]1C[C@H](Oc2ccccc2)CN1C(=O)c1cc2ccccc2[nH]1	-9.0%	-4.0%	-14.4%	2.7%	-25.3%	2.0%	0.0
56	O=C(OCc1cccc(O)c1O[C@@H]1O[C@H](CO)[C@@H](O)[C@H](O)[C@H]1O)C1(O)C(=O)C2C=CC1C1C=CC(=O)C(O)(C(=O)OCc3cccc(O)c3O[C@@H]3O[C@H](CO)[C@@H](O)[C@H](O)[C@H]3O)C21 (some centres undefined)	x	x	-20.3%[12.5 µM]	x	i	x	-2.9
57	CCC[C@H]1CN(C(=O)c2nc(-c3ccccc3)[nH]c2C)C[C@@H]1N	-2.8%	4.9%	-1.9%	-5.5%	3.1%	-16.0%	9.8
